Her2 expr inh: lowers expression of human Her2 kinase; P04626; SKBR-3 HER2 protein level, AlphaScreen, 18-24 h; active compounds read low; HER2 level % of control, % at 10 µM; 65,000 tested, 0.69% active; AID 645;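 active = HER2 level under 5% of the carrier-only control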;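 note: 100% = DMSO carrier and 0% = 500 nM PU-H71 HSP90 inhibitor; lower value means stronger loss of Her2 protein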
Target sequence (P04626 whole entry, looked up): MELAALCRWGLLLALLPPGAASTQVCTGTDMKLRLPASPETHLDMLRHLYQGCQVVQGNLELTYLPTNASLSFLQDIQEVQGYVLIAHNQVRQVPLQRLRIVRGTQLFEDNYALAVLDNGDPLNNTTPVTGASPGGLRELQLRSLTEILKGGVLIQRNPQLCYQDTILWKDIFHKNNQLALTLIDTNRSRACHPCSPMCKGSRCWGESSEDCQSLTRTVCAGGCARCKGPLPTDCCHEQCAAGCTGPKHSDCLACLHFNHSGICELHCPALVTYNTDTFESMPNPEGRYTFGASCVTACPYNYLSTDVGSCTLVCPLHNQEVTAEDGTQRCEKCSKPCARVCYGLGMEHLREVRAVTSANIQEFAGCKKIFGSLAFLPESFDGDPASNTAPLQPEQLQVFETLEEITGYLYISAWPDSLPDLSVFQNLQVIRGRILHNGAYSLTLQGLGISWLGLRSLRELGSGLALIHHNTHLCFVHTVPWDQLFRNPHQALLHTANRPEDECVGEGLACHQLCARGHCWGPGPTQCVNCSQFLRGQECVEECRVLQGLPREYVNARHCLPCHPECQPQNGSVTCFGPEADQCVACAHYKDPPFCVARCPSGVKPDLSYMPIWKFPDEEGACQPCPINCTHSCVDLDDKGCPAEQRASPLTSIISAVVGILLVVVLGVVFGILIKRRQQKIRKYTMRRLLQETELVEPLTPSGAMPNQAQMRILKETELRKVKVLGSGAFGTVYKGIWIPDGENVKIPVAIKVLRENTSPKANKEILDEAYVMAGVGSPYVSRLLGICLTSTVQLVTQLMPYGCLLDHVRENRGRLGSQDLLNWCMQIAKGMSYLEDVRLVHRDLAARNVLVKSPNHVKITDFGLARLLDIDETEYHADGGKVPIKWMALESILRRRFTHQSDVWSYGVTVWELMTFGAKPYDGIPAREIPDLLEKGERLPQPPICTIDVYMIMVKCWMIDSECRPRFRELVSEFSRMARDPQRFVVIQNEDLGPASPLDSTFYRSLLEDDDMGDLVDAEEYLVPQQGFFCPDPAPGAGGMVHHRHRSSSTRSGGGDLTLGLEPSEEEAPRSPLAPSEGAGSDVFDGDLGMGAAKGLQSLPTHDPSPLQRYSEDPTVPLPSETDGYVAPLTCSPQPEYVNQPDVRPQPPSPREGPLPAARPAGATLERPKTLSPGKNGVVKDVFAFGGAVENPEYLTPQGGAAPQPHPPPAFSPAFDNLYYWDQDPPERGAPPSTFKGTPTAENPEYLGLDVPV
S1P1 ag-PAM: agonists and agonism potentiators of human S1P1 receptor; P21453; S1P1 CRE-bla cells, forskolin, beta-lactamase FRET, potentiator mode; S1P1 agonist co-added at EC20, 2 nM; 100% = saturating reference agonist, 0% = basal; activation, % at 9.5 µM; 56,000 tested, 0.57% active;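 active = activation above a cutoff set at the mean activation of all tested compounds plus 3 SD, cut at about 54% in these data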;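 note: forskolin at 4 µM as EC80 and the EC20 agonist is SEW2871; 100% = SEW2871 at its EC100 plus forskolin at EC80; some compounds past the cut are filed as inactive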
S1P3 agonist: agonists of human S1P3 receptor; activation, % at 4.5 µM; 60,000 tested, 0.1% active; S1P3 NFAT-BLA reporter cells, agonism, FRET ratio; relative to 1 µM S1P, basal subtracted;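 active = activation above the screen-wide mean plus 3 SD, cut at about 4.5% in these data, passing the limit was not always enough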; note: some compounds called inactive have numbers as strong as hits
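Measure – % activation relative to 1 µM S1P (100%), per plate · System – stable CHO line with human S1P3, Gα16, NFAT-BLA reporter · Timing – cells plated overnight, compound 4 h 37 °C, substrate 2 h RT · Technique – fluorescent BLA substrate, ex 405 nm, em 460/535 nm ratio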
M1 ag: activates the M1 muscarinic receptor; CHO-M1 cells, Fluo-4 calcium fluorescence, agonist mode; active compounds read high; 64,000 tested, 3% active; AID 626; B-score at 10 µM;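 active = fluorescence rise, raw or as B-score row- and column-corrected plate score, outside the 99.7% band of its plate's samples, either direction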
5HT1E ag: agonists of human 5-HT1E serotonin receptor | 65,000 tested, 0.69% active | P28566 | CHO 5-HT1E Ga15 NFAT-bla reporter, FRET; 0% DMSO wells, 100% control agonist wells | activation, % at 6 µM | AID 574;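 active = activation above a set limit, the screen-wide mean activation plus 3 SD, cut at about 8.5% in these data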;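 note: 100% = positive control agonist at 1 µM giving full maximal response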
HEK293 NFkB inh: inhibitors of the PMA/ionomycin-induced NF-kB reporter in HEK293 cells. HEK-293 NF-kB luciferase reporter, luminescence. inhibition, % at 3 µM. 62,000 tested, 0.21% active. AID 465;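 active = inhibition above the mean of all tested compounds plus 3 SD, cut at about 40% in these data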;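 note: 0% = stimulated DMSO wells and 100% = 10 µM reference inhibitor 5653914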
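System: NF-kB luciferase reporter HEK-293 cells | Replication: Single test | Control set: DMSO vs reference inhibitor | Evaluation: % inhibition | Schedule: 1 h pretreatment, 16 h stimulation, 37 °C | Probe or stimulus: PMA with ionomycin | Compound dosing: One dose, 3 µM | Detection: Luciferase luminescence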
M1 antag: antagonists of rat M1 muscarinic receptor. P08482. CHO-M1 cells, Fluo-4 calcium, ACh EC80 antagonist mode; active compounds read low. B-score at 10 µM. 64,000 tested, 3.4% active. AID 628;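 active = calcium fluorescence response, raw or row-and-column corrected B-score, differing from the plate sample mean either way at a set confidence level, mostly lower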
Jurkat tox 60K: cytotoxicity toward Jurkat cells. 56,000 tested, 1.2% active. inhibition, % at 4 µM. Jurkat E6.1 viability, ATP luminescence, 48 h;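 active = inhibition above the mean inhibition of all tested compounds plus 3 SD, cut at about 28% in these data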
5HT1E antag: blocks the human 5-HT1E serotonin receptor; P28566; CHO 5-HT1E Ga15 NFAT-bla reporter, FRET, antagonist; inhibition, % at 6 µM; 65,000 tested, 0.99% active; AID 571;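 active = inhibition above a set limit, the mean inhibition across every tested compound plus 3 SD, cut at about 29% in these data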;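 note: signal is the 460 over 535 nm emission ratio of beta-lactamase substrate; 0% = agonist plus DMSO wells and 100% = wells without agonist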
* = called active by the depositor; . = not tested or not shown.

SMILES | Her2 expr inh | S1P1 ag-PAM | S1P3 agonist | M1 ag | 5HT1E ag | HEK293 NFkB inh | M1 antag | Jurkat tox 60K | 5HT1E antag
Cn1ncc(Cl)c1C(=O)N1CCc2ccccc21 | 73 | -2 | -0.3 | 0.25 | -0.7 | 10 | 0.24 | 0 | -5
Cc1nc2ccc(N)cc2c(=O)n1Cc1ccc(Cl)cc1 | 128 | -22 | 0.3 | -0.12 | -0.5 | -6 | -1.1 | -8 | -1
Cc1ccc(CN2C(=O)/C(=C3\SC(N4CCOCC4)=NC3=O)c3cc(Br)ccc32)cc1 | 162 | -10 | 0.7 | 0.12 | 0.8 | 14 | -0.011 | -4 | -5
O=C(Nc1ccc(Cl)cn1)C1CCCN1S(=O)(=O)c1ccc(Cl)cc1 (centres undefined) | 106 | 7 | -1.5 | -0.21 | -1.0 | 18 | 0.19 | 5 | 3
COc1cc(C)c(Cl)cc1S(=O)(=O)NCc1ccncc1 | 72 | . | -1.5 | -1.3 | 0.6 | 37 | -0.43 | 67* | 13
CCOC(=O)C1CCN(C(=O)c2cn(C)c(=O)c3cc(OC)c(OC)cc23)CC1 | 76 | . | . | 0.038 | -0.1 | 6 | -0.011 | . | 8
COc1ccc(OC)c(C2=NOC(C(=O)Nc3c(C)n(C)n(-c4ccccc4)c3=O)C2)c1 (centres undefined) | 101 | -17 | -0.5 | 0.047 | -0.5 | 12 | -0.9 | 6 | 7
CCCSC1=C(C#N)C(c2ccccc2C)CC(=O)N1 (centres undefined) | 99 | 2 | -0.6 | 0.11 | -1.0 | 6 | 0.15 | -6 | -5
O=S(=O)(c1ccc(Oc2ccc3oc4ccccc4c3c2)nc1)N1CCCC1 | 40 | . | . | 0.0071 | 0.9 | 11 | -0.11 | . | -4
O=C(Cc1ccccc1)Nc1nc(-c2cccs2)cs1 | 98 | -35 | -0.5 | 0.45 | -0.8 | 13 | 0.069 | 5 | 7
COc1ccc(S(=O)(=O)N2CCC(C(=O)N3CCCC3)CC2)cc1 | 91 | 1 | -0.2 | 0.4 | -1.4 | -2 | 0.44 | 0 | -1
Cc1cc(C)cc(NC(=O)CCNS(=O)(=O)c2ccc3c(c2)oc(=O)n3C)c1 | 88 | -2 | 0.1 | -0.67 | -0.3 | 15 | 0.59 | 0 | -2
CCOc1ccc(S(=O)(=O)NCCN2CCOCC2)c2ccccc12 | 125 | -27 | 0.1 | -0.025 | 1.4 | 4 | 0.33 | -6 | -12
CCOC(=O)CSc1nnc(CNc2ccc(F)cc2)o1 | 87 | -1 | -1.3 | -0.74 | -0.9 | 4 | -0.2 | 3 | 12
Cc1nc2nc3c(cn2n1)C(=O)CC(c1ccccc1)C3 (centres undefined) | 122 | -4 | 0.3 | 0.29 | 0.8 | 7 | 0.15 | -4 | -1
CS(=O)(=O)N1CCN(c2ccccc2NC(=O)c2ccc(Cl)cc2)CC1 | 63 | 9 | -0.3 | -0.26 | 0.4 | 13 | 0.017 | -5 | 1
CCOc1ccc(-c2ncncc2-c2ccc(OC)cc2)c(O)c1 | 55 | 31 | -2.5 | -1 | -1.1 | 17 | 0.33 | 9 | 9
O=C(Nc1ccccc1-c1nnn(CC(=O)N2CCN(c3ccccc3)CC2)n1)c1cccs1 | 87 | 14 | -0.7 | -0.15 | -0.2 | 7 | 0.53 | 2 | 13
CC(C)C(NC(=O)CN1C(=O)c2ccccc2S1(=O)=O)C(C)C | 88 | -8 | -1.3 | 0.026 | -0.6 | 13 | -0.32 | -3 | -3
O=C(NCCSCc1ccco1)Nc1ccccc1 | 119 | 16 | -0.7 | -0.013 | 0.4 | 8 | -0.011 | 2 | -4
O=C(Nc1nccs1)c1cccc(NC(=O)C2CC2)c1 | 115 | -9 | -1.0 | -0.11 | 1.1 | 12 | 0.039 | 0 | -3
CN(C)CCCNc1cc(Cl)c(S(=O)(=O)N2CCCCC2)cc1C(=O)O | 121 | 12 | -0.5 | -0.13 | 0.6 | 4 | 0.52 | 9 | 1
CCCCc1c(O)nc(SCC(=O)c2ccccc2)[nH]c1=O | 118 | -6 | -1.5 | 0.09 | 0.7 | 18 | -0.23 | 4 | 1
Cc1cc(Nc2ccccc2)n(-c2ccccc2)n1 | 126 | . | -0.6 | 1 | 0.3 | 2 | -1.3 | 5 | 9
CCOC(=O)c1cnn(-c2ccccn2)c1N | 70 | -11 | -0.2 | -0.086 | -0.2 | -7 | -0.002 | 5 | -7

(cont.)
SMILES | Her2 expr inh | S1P1 ag-PAM | S1P3 agonist | M1 ag | 5HT1E ag | HEK293 NFkB inh | M1 antag | Jurkat tox 60K | 5HT1E antag
C/C(Cl)=C/CN1C(=O)C2C3C=CC(C3)C2C1=O (centres undefined) | 104 | . | . | 0.27 | -0.7 | 22 | -0.86 | . | -5
Cc1cc(O)c(C(=O)c2ccccc2C(=O)O)cc1C | 81 | 12 | -1.2 | -0.5 | 0.1 | 9 | 1.2 | 4 | 9
Cn1c(=O)cc(OCCCC(=O)N2CCCCC2)c2ccccc21 | 117 | -13 | -0.7 | -0.017 | -0.5 | -4 | -0.023 | -4 | -4
COc1cccc(-c2cc3nc4c(c(N5CCC6(CC5)OCCO6)n3n2)CCCC4)c1 | 55 | . | . | -0.038 | 1.0 | 4 | -0.068 | . | 29*
CCOC(=O)C1CCN(c2nc3ccccc3nc2C(C#N)C(=O)OC(C)COC)CC1 (centres undefined) | 91 | 2 | 25 | 6.2* | 0.2 | . | -0.091 | . | 6
O=C(Cn1nnc(-c2ccc(CN3CCOCC3)cc2)n1)N1CCCc2ccccc21 | 86 | 9 | 0.3 | -0.26 | -0.3 | 20 | -0.93 | 1 | 3
Cc1ccc(N(C(=O)c2ccc(Br)o2)C2C=CS(=O)(=O)C2)cc1 (centres undefined) | 86 | -2 | 0.2 | -0.015 | 0.1 | -8 | 0.049 | -8 | -4
Nc1ccc(NC(=O)c2cccs2)c(Cl)c1 | 111 | 20 | -0.5 | 0.47 | -1.2 | -11 | -0.17 | -2 | 4
COc1ccccc1-c1nn2c(-c3ccccc3Cl)nnc2s1 | 91 | . | -0.6 | -2* | -0.6 | 18 | -0.57 | 5 | -2
COCCNC(=O)c1ccccc1-c1nc(-c2ccccc2OC)no1 | 68 | -9 | -0.6 | 0.36 | 0.5 | 4 | -0.32 | -3 | -3
O=C(Nc1ccc(S(=O)(=O)N2CCCCC2)cc1)c1ccncc1 | 84 | 4 | -0.8 | -2.9* | 0.1 | 19 | -0.55 | 14 | -9
Cn1c(CN2CCCCC2)nc2cc(NC(=O)c3ccccc3)ccc21 | 103 | -1 | -0.4 | 0.034 | 0.0 | 13 | -2.8* | 3 | 4
CC(=O)NCC(=O)N(c1c(C)n(C)n(-c2ccccc2)c1=O)C1(C(=O)NC2CCCC2)CCCCC1 | 83 | . | . | 0.43 | -0.5 | 4 | -0.8 | . | 8
CCC(=O)N1CCc2cc(S(=O)(=O)CCC(=O)Nc3ccc(F)c(F)c3)ccc21 | 179 | -22 | 1.2 | 0.43 | 0.4 | 15 | -1.7 | -2 | -2
CCCCNc1ncnc2c1cnn2-c1ccc(Cl)cc1 | 59 | 6 | -1.3 | -0.1 | 0.8 | -16 | -0.094 | 86* | 12
CCC12CCCN3CCC4(C(=C(C(=O)OC)C1)Nc1ccccc14)C32 (centres undefined) | 100 | -42 | -0.8 | -0.26 | -0.6 | 16 | 0.014 | 1 | -14
c1cncc(-c2nc(Oc3ccc(-c4nnco4)cc3)c3c4c(sc3n2)CCCC4)c1 | 85 | -14 | -0.7 | -0.79 | 0.4 | -12 | 0.4 | -6 | -5
C1=C(C(c2nnnn2C2CCCCC2)N2CCCCC2)COc2ccccc21 (centres undefined) | 83 | 22 | -1.5 | 0.37 | 0.0 | 8 | -0.089 | 4 | 2
C/C(Cl)=C\Cn1c(N2CCCC2)nc2c1c(=O)[nH]c(=O)n2C | 99 | -19 | -0.2 | -0.29 | 0.3 | 6 | 0.26 | 3 | 15
COCCCNc1nc2ccccc2nc1NS(=O)(=O)c1cccs1 | 98 | 6 | -0.6 | 1.5 | 0.4 | 6 | 0.84 | -2 | 16
O=c1c(-c2ccccc2)coc2c(CN3CCCC3)c(O)ccc12 | 123 | -17 | -0.3 | -0.0085 | 0.2 | 14 | 0.011 | -6 | -2
CC1CC1C(=O)OCC(=O)NCc1ccccc1Cl (centres undefined) | 123 | 4 | 0.7 | 1.9 | -0.6 | -2 | 0.18 | 6 | -9
CC(C)Sc1nc(N2CCCC2)c2c(c1C#N)CC(C)(C)OC2 | 128 | -11 | -4.3 | 0.051 | -0.1 | . | 0.1 | . | -3
COc1cccc(-n2c(COc3ccccc3C)nnc2SCC(=O)O)c1 | 90 | 0 | -0.7 | 0.75 | 1.6 | 19 | 0.47 | 8 | 1
CC(C)(C)Cc1nnc(NS(=O)(=O)Cc2ccccc2)s1 | 90 | 12 | -2.6 | -0.35 | -0.8 | 18 | 1.4 | 8 | 15
COc1ccc(C(=O)N(CN2CCCC2=O)c2ccccc2OC)cc1OC | 94 | -12 | -0.7 | 0.17 | -0.8 | 11 | -0.23 | 4 | 0
Cc1ccc(C2CC(c3ccc(F)cc3)Nc3nc(N)nn32)cc1 (centres undefined) | 116 | -14 | -1.5 | -1.4 | 0.3 | 12 | 0.86 | -5 | -5
O=C(O)CCCC(=O)Nc1ccccc1C(=O)O | 313 | -6 | 0.3 | -0.83 | 0.6 | 7 | 0.94 | -3 | 1

Ordered by molar mass (smallest number first): part of the list above.
SMILES | Her2 expr inh | S1P1 ag-PAM | S1P3 agonist | M1 ag | 5HT1E ag | HEK293 NFkB inh | M1 antag | Jurkat tox 60K | 5HT1E antag
O=C(O)CCCC(=O)Nc1ccccc1C(=O)O | 313 | -6 | 0.3 | -0.83 | 0.6 | 7 | 0.94 | -3 | 1
C/C(Cl)=C/CN1C(=O)C2C3C=CC(C3)C2C1=O (centres undefined) | 104 | . | . | 0.27 | -0.7 | 22 | -0.86 | . | -5
Nc1ccc(NC(=O)c2cccs2)c(Cl)c1 | 111 | 20 | -0.5 | 0.47 | -1.2 | -11 | -0.17 | -2 | 4
CC1CC1C(=O)OCC(=O)NCc1ccccc1Cl (centres undefined) | 123 | 4 | 0.7 | 1.9 | -0.6 | -2 | 0.18 | 6 | -9
Cc1ccc(C2CC(c3ccc(F)cc3)Nc3nc(N)nn32)cc1 (centres undefined) | 116 | -14 | -1.5 | -1.4 | 0.3 | 12 | 0.86 | -5 | -5
COc1ccccc1-c1nn2c(-c3ccccc3Cl)nnc2s1 | 91 | . | -0.6 | -2* | -0.6 | 18 | -0.57 | 5 | -2
COCCCNc1nc2ccccc2nc1NS(=O)(=O)c1cccs1 | 98 | 6 | -0.6 | 1.5 | 0.4 | 6 | 0.84 | -2 | 16
COc1cccc(-n2c(COc3ccccc3C)nnc2SCC(=O)O)c1 | 90 | 0 | -0.7 | 0.75 | 1.6 | 19 | 0.47 | 8 | 1
Cc1ccc(N(C(=O)c2ccc(Br)o2)C2C=CS(=O)(=O)C2)cc1 (centres undefined) | 86 | -2 | 0.2 | -0.015 | 0.1 | -8 | 0.049 | -8 | -4

High-throughput results from PubChem BioAssay.
